# Source: PubChem BioAssay (several laboratories)
# Rv3671c protease: Rv3671c serine protease inhibitors, primary screen, biochemical, fluorescence polarization, M. tuberculosis H37Rv; inhibition, % at 5.96 µM; actives 0.048% (n = 320,000); AID 2606, 2010; in the data active means inhibition above about 38%;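 further: extracellular domain of Rv3671c used as enzyme; 0% = enzyme with DMSO and 100% = no enzyme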
# Target sequence (P9WHR9 whole entry, looked up, the tested form may be a part): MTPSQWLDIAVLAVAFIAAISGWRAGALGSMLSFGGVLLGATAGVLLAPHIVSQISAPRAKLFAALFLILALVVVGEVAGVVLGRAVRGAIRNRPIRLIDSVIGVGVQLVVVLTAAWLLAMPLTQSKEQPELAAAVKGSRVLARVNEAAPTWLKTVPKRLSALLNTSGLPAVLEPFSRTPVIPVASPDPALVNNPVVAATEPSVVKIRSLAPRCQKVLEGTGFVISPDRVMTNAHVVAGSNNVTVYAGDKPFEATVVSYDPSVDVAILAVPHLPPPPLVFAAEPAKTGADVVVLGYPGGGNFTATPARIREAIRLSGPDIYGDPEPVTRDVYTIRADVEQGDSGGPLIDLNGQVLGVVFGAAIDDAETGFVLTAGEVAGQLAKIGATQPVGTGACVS
# 3CLpro inhibitor: SARS-CoV 3CLpro protease inhibitors, primary screen, biochemical, quenched FRET; inhibition, % at 6 µM; AID 1706, 2009; recombinant SARS-CoV 3CLpro, quenched FRET peptide cleavage; Replicase polyprotein 1ab (Severe acute respiratory syndrome coronavirus), P0C6X7; actives 0.14% (n = 290,000); in the data active means inhibition above about 12%
# Vc quorum ag: inducers of Vibrio cholerae quorum light production without autoinducers, primary screen, BH1578 luxS cqsA deficient, single point | activation, % at 18.7 µM | AID 588436, 2011 | V. cholerae BH1578 lux reporter, luminescence, 6 h | actives 0.16% (n = 350,000); in the data active means activation mostly above about 9.7%, no sharp cut-off; further: not every result past the cut was called active; inactives centre near 0; reference of the scale not given here
# MazF activator: activators of E. coli MazEF toxin-antitoxin RNase, primary screen, biochemical, fluorescence, uHTS. Endoribonuclease toxin MazF (Escherichia coli (strain K12)), P0AE70. FAM/BHQ RNA-DNA oligo cleavage fluorescence, 5 h. activation, % at 20 µM. actives 0.32% (n = 350,000); in the data active means activation above about 50%
# Target sequence (P0AE70 whole entry, looked up): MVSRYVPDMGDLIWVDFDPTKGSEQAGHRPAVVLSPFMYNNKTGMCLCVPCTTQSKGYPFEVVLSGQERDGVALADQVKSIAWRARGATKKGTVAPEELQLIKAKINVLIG
# PfHsp40 yeast: rescue of yeast from PfHsp40 toxicity, primary screen, S. cerevisiae, ATP luminescence; AID 504582, 2011; actives 0.68% (n = 340,000); growth rescue, % at 12.5 µM; S. cerevisiae expressing PfHsp40, growth rescue; in the data active means growth rescue above about 28%, passing the limit was not always enough;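 further: yeast W303a lacking pdr1 and pdr3 grown in galactose medium; growth measured after three days at 30 °C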
# Yp Topo-I inh: Yersinia pestis topoisomerase I inhibitors, primary screen, biochemical, cleavage product accumulation, plate reader, single point. DNA topoisomerase I (Yersinia pestis CO92). Y. pestis Topo-I cleavage product accumulation. activity, % at 10 µM. actives 0.064% (n = 360,000). AID 504884, 2011; in the data active means activity above about 50%, passing the limit was not always enough; further: inactives centre near 2
# TcdB GH inh: TcdB glycohydrolase inhibitors, primary screen, biochemical, single point, plate reader; Toxin B (Clostridioides difficile), P18177; TcdB glycohydrolase enzymatic assay; inhibition, % at 9.99 µM; actives 0.24% (n = 350,000); in the data active means inhibition above about 10%
# Anthrax LF inh2: Bacillus anthracis LF protease inhibitors, primary screen, biochemical, multiplex microsphere, MLPCN library; Lethal factor (Bacillus anthracis), P15917; multiplex microsphere protease cleavage assay; inhibition, % at 10 µM; actives 0.12% (n = 360,000); AID 588501, 2011; in the data active means inhibition above about 30%; further: plate controls were buffer without enzyme for full effect and enzyme alone for no effect
# PriA SSB inh: inhibitors of Klebsiella pneumoniae PriA binding to SSB C-terminal tail, primary screen, biochemical, AlphaScreen | AlphaScreen SSBct-PriA binding, biotinylated peptide | inhibition, % at 33 µM | actives 0.6% (n = 430,000) | AID 1272365, 2023; in the data active means inhibition mostly above about 37%, no sharp cut-off; inactive means mostly below about 20%;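 further: plate controls were negative control peptide for no effect and reference peptide for full effect; strong numbers were not always called active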
# VHR inh abs: VHR1 phosphatase inhibitors, primary screen, biochemical, absorbance, uHTS; AID 1654, 2009; recombinant VHR phosphatase, pNPP absorbance; Dual specificity protein phosphatase 3 (Homo sapiens), P51452; actives 0.52% (n = 290,000); inhibition, % at 13.3 µM; in the data active means inhibition above about 50%; further: some compounds called inactive have numbers as strong as hits
# Target sequence (P51452 whole entry, looked up): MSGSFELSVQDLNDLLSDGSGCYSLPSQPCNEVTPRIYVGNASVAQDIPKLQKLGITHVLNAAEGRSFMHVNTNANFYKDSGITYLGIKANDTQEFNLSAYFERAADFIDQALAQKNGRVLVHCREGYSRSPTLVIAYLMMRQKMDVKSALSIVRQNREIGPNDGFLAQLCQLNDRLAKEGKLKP
# An asterisk follows results filed as active; i = inactive; . = no result given; & = joins results of further samples.
SMILES,Rv3671c protease,3CLpro inhibitor,Vc quorum ag,MazF activator,PfHsp40 yeast,Yp Topo-I inh,TcdB GH inh,Anthrax LF inh2,PriA SSB inh,VHR inh abs
N#C/C(=C\C=C\c1ccccc1[N+](=O)[O-])c1nc(-c2ccc3c(c2)OCO3)cs1,-6,3,i,25,0.0,-5,.,1,13,6
CC(Oc1ccccc1F)c1nnc(SCC(=O)c2c(N)n(C3CC3)c(=O)[nH]c2=O)o1 (centres undefined),-3,.,i,7,0.8,19,1.4,98*,-9,.
C=C(C)Cc1c(C)nc(-c2ccccc2)[nH]c1=O,2,-3,-0.3,11,0.2,0,.,2,-9,13
Cc1ccc(S(=O)(=O)NC(CC(C)C)C(=O)Oc2ccc3c4c(c(=O)oc3c2)CCC4)cc1 (centres undefined),-16,3,i,-2,-0.4,4,-2.8,-1,0,35
COc1ccc(C(=O)OCCNC(=O)c2c(Cl)nc3ccccn23)cc1,0,1,i,-6,1.7,13,.,-3,-10,19
CCc1ccc2c(c1)C1(SC(NC(C)=O)=NN1C(C)=O)C(=O)N2C(C)C (centres undefined),-2,-1,-1.2,0,1.6,-4,.,-1,-1,20
O=S(=O)(c1ccc(=S)[nH]c1)N1CCCCC1,6,.,-6.3,-4,-1.2,7,0.7,-1,-11,.
Cn1c(N)c(C(=O)COC(=O)C2(c3ccc(Cl)cc3)CCCC2)c(=O)n(C)c1=O,-7,5,i,3,-0.2,11,.,-1,-10,23
O=[N+]([O-])c1cccc(-c2ccc3nnc(SCc4ccccn4)n3n2)c1,1,5,i,5,-0.6,-1,-0.1,-14,-3,17
O=C(O)C1CCCCC1C(=O)Nc1cc(C(F)(F)F)ccc1Cl (centres undefined),-1,-1,-0.3,3,-1.3,-2,-0.3,-8,-7,21
CN1CCN(S(=O)(=O)c2ccc(NC(=O)c3ccccc3Cl)cc2)CC1,0,3,-0.7,3,-0.3,-1,-0.1,.,-8,-2
COc1ccc(C(=O)N2CCNC(=O)C2CC(=O)Nc2ccc(C)cc2)cc1 (centres undefined),-9,-3,i,4,-0.2,3,-0.1,-2,-17,6
O=C(O)C1CCCCC1C(=O)NCCc1c[nH]c2ccccc12 (centres undefined),0,4,i,13,0.1,0,.,0,-10,2
CC(C)CCOc1cccc(OCC(=O)N(C)C2CCS(=O)(=O)C2)c1 (centres undefined),5,-2,6.6,-2,-0.9,17,.,-1,-20,13
CNC(=O)c1cc(S(=O)(=O)N(C)C)ccc1Cl,-1,0,-0.2,0,-1.0,1,.,-2,-16,-2
Cc1ccc2c(c1)N1C(=O)c3ccccc3C1C1=C(CC(C)(C)CC1=O)N2 (centres undefined),8,-2,i,4,-1.3,2,.,-8,-3,-5
O=C(Nc1cccc2cccnc12)c1ccc(Br)cc1Br,-1,-2,i,1,-1.3,-5,.,-2,-16,27
CC(=O)C[C@H](O)CC(=O)[C@@H]1OC(=O)[C@@H](C)C/C=C\Cc2ccccc21,-4,.,i,2,1.8,7,1.1,6,3,.
COc1ccc(/C=N\NC(=O)c2ccccc2Br)cc1COc1c(F)c(F)cc(F)c1F,-27,2,-0.9,-2,-0.2,23,-1.7,-4,.,27
Cc1nnc(NC(=O)CSc2ccc([N+](=O)[O-])cn2)s1,5,1,-0.5,4,-0.4,2,0.4,-10,8,10
COc1cccc(CCc2nnc(N)s2)c1,3,-4,i,10,-0.4,9,-0.8,.,-8,4
CC(NC(=O)c1ccco1)C(=O)OCc1cccc(Cl)c1 (centres undefined),-4,0,i,-2,-1.3,6,.,-1,-20,-13
Cc1ccc(NC2=NC(c3ccc(F)cc3)n3c(nc(C)cc3=O)N2)c(C)c1 (centres undefined),1,2,-1.0,9,0.5,4,0.2,2,-10,-10
Oc1ccc(-c2nc3ccccc3s2)c(O)c1,-15,2,-3.2,2,244*,-11,1.3,-6,-18,-10
COc1ccc(S(=O)(=O)N2CCOCC2)cc1N=Nc1sc(N)nc1-c1ccccc1,-1,2,3.4,8,-0.6,-29,0.3,-1,21,56*
COC(=O)c1c(NC(=O)CSc2nnnn2-c2ccc3c(c2)OCO3)sc(C)c1C,6,-1,-1.6,-4,-0.9,1,.,-8,7,34
CCc1ccc2oc(C(=O)NCC(c3ccc(OC)cc3)N3CCCCC3)c(C)c2c1 (centres undefined),2,-2,-0.2,8,0.1,11,0.0,.,0,-4
CCCC(=O)Nc1ccc(S(=O)(=O)N2CCc3ccccc32)cc1,.,.,-5.9,-5,.,6,-0.3,-5,.,.
COc1ccc(NC(=O)C(C)N2C(=O)c3ccccc3C2=O)cc1S(=O)(=O)N1CCOCC1 (centres undefined),6,6,i,2,-0.4,2,0.9,5,-8,0
O=C1/C(=C/c2cccc(Br)c2)SC(=S)N1/N=C/c1cc([N+](=O)[O-])ccc1O,6,-1,i,0,1.5,9,1.3,-5,.,21
O=C(c1c(F)cccc1F)N(Cc1ccccn1)C1CC1,8,0,i,-3,-0.4,-7,.,-5,-1,19
Cc1cc(N(C)C)cc(C)[n+]1[O-],6,3,-1.0,2,-0.9,-6,.,-4,-5,22
O=C(COC(=O)/C=C/c1cccc(Br)c1)Nc1ccc(Cl)cn1,.,.,-0.3,-24,.,2,-6.2,-6,.,.
CC(=O)Nc1cc(NC(=O)CCCC(=O)O)ccc1Cl,2,4,i,-1,3.9,-1,.,-3,10,3
CCn1c(CC(=O)Nc2ccccc2C)nnc1SCC(=O)NC1=NCCS1,0,-2,-0.3,1,-0.1,-1,-0.3,2,9,30
NC(=O)CC(NC(=O)c1ccc(Br)cc1)c1ccc(NC2CCCCC2)c([N+](=O)[O-])c1 (centres undefined),6,5,-3.0,-2,7.0,4,-4.3,-4,-4,33
Cc1occc1C(=O)NN1C(=O)C2C3CCC(O3)C2C1=O (centres undefined),-6,2,-0.6,9,-1.6,-8,-0.3,-2,-4,0
CC(=O)c1sc2nc(-c3ccc(C)cc3)c3c(c2c1N)CCCC3,4,-3,-0.4,6,1.3,0,.,-2,-7,4
N#C/C(=C\c1cn[nH]c1-c1ccccc1)C(=O)NC1CCCCCC1,-2,0,-12,-2,-0.3,1,.,-1,-9,19
O=C(Nc1ccc(O)c(-c2nc3ccccc3s2)c1)c1cccs1,0,2,-0.2,53*,0.8,-2,8.8,-1,8,5

# Fetched by compound from the list above (5):
SMILES,Rv3671c protease,3CLpro inhibitor,Vc quorum ag,MazF activator,PfHsp40 yeast,Yp Topo-I inh,TcdB GH inh,Anthrax LF inh2,PriA SSB inh,VHR inh abs
O=C(COC(=O)/C=C/c1cccc(Br)c1)Nc1ccc(Cl)cn1,.,.,-0.3,-24,.,2,-6.2,-6,.,.
COc1ccc(S(=O)(=O)N2CCOCC2)cc1N=Nc1sc(N)nc1-c1ccccc1,-1,2,3.4,8,-0.6,-29,0.3,-1,21,56*
Cc1ccc(NC2=NC(c3ccc(F)cc3)n3c(nc(C)cc3=O)N2)c(C)c1 (centres undefined),1,2,-1.0,9,0.5,4,0.2,2,-10,-10
CC(=O)c1sc2nc(-c3ccc(C)cc3)c3c(c2c1N)CCCC3,4,-3,-0.4,6,1.3,0,.,-2,-7,4
CCCC(=O)Nc1ccc(S(=O)(=O)N2CCc3ccccc32)cc1,.,.,-5.9,-5,.,6,-0.3,-5,.,.

# Sorted by molecular weight (low to high): 3 of the compounds above.
SMILES,Rv3671c protease,3CLpro inhibitor,Vc quorum ag,MazF activator,PfHsp40 yeast,Yp Topo-I inh,TcdB GH inh,Anthrax LF inh2,PriA SSB inh,VHR inh abs
Cc1cc(N(C)C)cc(C)[n+]1[O-],6,3,-1.0,2,-0.9,-6,.,-4,-5,22
COc1cccc(CCc2nnc(N)s2)c1,3,-4,i,10,-0.4,9,-0.8,.,-8,4
O=C(COC(=O)/C=C/c1cccc(Br)c1)Nc1ccc(Cl)cn1,.,.,-0.3,-24,.,2,-6.2,-6,.,.

# Carrying on.
SMILES,Rv3671c protease,3CLpro inhibitor,Vc quorum ag,MazF activator,PfHsp40 yeast,Yp Topo-I inh,TcdB GH inh,Anthrax LF inh2,PriA SSB inh,VHR inh abs
COc1cc(C(=O)NCc2cc(C)nc3ccccc23)cc(OC)c1OC,-3,2,1.1,0,3.9,-5,-0.3,-3,-9,15
CC(=O)Nc1ccc(S(=O)(=O)N2CCN=C2SCc2cccc(C)c2)cc1,-8,3,i,3,-1.2,6,0.5,-4,-10,10
CCOC(=O)C1(C)CCCN1C(=O)c1cccs1 (centres undefined),.,.,-0.8,.,.,2,0.4,0,.,.
CCCCC(=O)Nc1c(-c2ccc(OC)c(OC)c2)c(=O)c2ccccc2n1C,2,-3,0.6,1,1.5,4,-0.6,-10,-11,14
CC12CN3CC(C)(CN(C1)C3c1c[nH]c3ccccc13)C2=O (centres undefined),-9,2,0.0,10,0.3,-5,.,-2,5,-13
COc1cc(C(=O)NCC(=O)OCC(=O)N2CCc3ccccc32)cc(OC)c1OC,6,6,-0.3,0,0.3,-3,-0.4,-3,-11,2
COC(=O)C1=C(C)NC(C)=C(C(=O)OC)C1C(=O)OCC(=O)c1ccc(Br)cc1,1,.,-1.4,4,-0.9,12,0.8,0,2,.
Clc1ccc(-c2ccc(C=Nc3ccc(N4CCOCC4)cc3)o2)cc1,-30,-1,1.8,13,0.5,0,-0.4,-2,8,2
O=c1[nH]c(=S)n(-c2ccc(Br)cc2)c(O)c1C=Nc1ccc(N2CCOCC2)cc1,-27,1,-1.5,-218,-0.9,2,0.2,1,-8,-3
O=C(CCN1CCOCC1)NNC(=O)Nc1cccc(Cl)c1,.,0,-0.1,3,-0.1,2,0.1,-5,1&-4,15
CCN(CCNS(=O)(=O)c1ccc2c(c1)oc(=O)n2C)c1ccccc1,3,0,-0.1,10,-1.9,-7,4.8,7,-6,29
O=c1cc(-c2ccccc2)nc2nc(CCc3ccccc3)[nH]n12,5,-1,-0.5,-6,2.3,-7,.,0,-9,14
COc1ccc(C(=O)NCC(C)NC(=O)c2ccc(OC)cc2)cc1 (centres undefined),5,.,-0.3,2,0.2,2,0.2,0,-10,.
O=C(COC(=O)c1ccccc1F)Nc1ccc(S(=O)(=O)N2CCOCC2)cc1,-3,.,-2.0,-20,0.3,1,1.2,-1,-4,.
CCOC(=O)c1c(O)c2ccccc2n(C)c1=O,-4,-1,4.2,3,-2.1,-7,1.0,-3,-4,-18
O=C1NC2(CCCCO2)CO1 (centres undefined),1,-4,-19,7,2.7,4,0.4,1,-12,20

# Profiles as entered above. Order of screens: Rv3671c protease, 3CLpro inhibitor, Vc quorum ag, MazF activator, PfHsp40 yeast, Yp Topo-I inh, TcdB GH inh, Anthrax LF inh2, PriA SSB inh, VHR inh abs
# Shown for CC(=O)Nc1ccc(S(=O)(=O)N2CCN=C2SCc2cccc(C)c2)cc1 = -8, 3, i, 3, -1.2, 6, 0.5, -4, -10, 10
# Shown for COc1ccc(C(=O)NCC(C)NC(=O)c2ccc(OC)cc2)cc1 (centres undefined) = 5, ., -0.3, 2, 0.2, 2, 0.2, 0, -10, .
# Shown for CC12CN3CC(C)(CN(C1)C3c1c[nH]c3ccccc13)C2=O (centres undefined) = -9, 2, 0.0, 10, 0.3, -5, ., -2, 5, -13

# The list is partial; rates above refer to the full screens.
